PAFAH2 inh: PAFAH2 (human) inhibition; Q99487; recombinant PAFAH2, FP-rhodamine activity probe, fluorescence polarization; inhibition, % at 3.39 µM; hit rate 0.99% among 340,000; AID 492956;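 active = inhibition above the mean over all tested compounds plus 3 SD, cut at about 30% in these data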;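 note: inhibitors block probe labeling of enzyme so polarization drops; 0% = enzyme with DMSO and 100% = wells lacking PAFAH2 protein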
proCasp7 act: activates human procaspase-7, counter-screen for procaspase-3 activators. recombinant procaspase-7, Ac-DEVD-pNA absorbance 405 nm; D23A/D198A/D206A triple mutant, cannot self-cleave; scale: DMSO 0, 5 µM enzyme 100. activation, % at 8.5 µM. hit rate 0.093% among 330,000;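 active = percent activation above the screen-wide mean plus 3 SD, cut at about 25% in these data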
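Assay system: Uncleavable procaspase-7 mutant enzyme / Input: 2 µM procaspase-7 mutant as dispensed / Dosing: single nominal 8.5 µM compound dose, 0.8% DMSO final / Timing: 1 h enzyme–compound preincubation and 2 h substrate reaction, both 25 °C / Detection: p-Nitroaniline absorbance at 405 nm, read at 0 and 120 min / Replication: singlicate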
PP1 counter: counter-screen for PP5 inhibitors: inhibitors of human PP1-alpha; P62136; purified PP1alpha, OMFP fluorescence; inhibition, % at 6.7 µM; hit rate 0.9% among 320,000;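 active = inhibition above the mean inhibition of all tested compounds plus 3 SD, computed separately for each screening campaign, cut at about 15% in these data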
Target sequence (P62136 whole entry, looked up): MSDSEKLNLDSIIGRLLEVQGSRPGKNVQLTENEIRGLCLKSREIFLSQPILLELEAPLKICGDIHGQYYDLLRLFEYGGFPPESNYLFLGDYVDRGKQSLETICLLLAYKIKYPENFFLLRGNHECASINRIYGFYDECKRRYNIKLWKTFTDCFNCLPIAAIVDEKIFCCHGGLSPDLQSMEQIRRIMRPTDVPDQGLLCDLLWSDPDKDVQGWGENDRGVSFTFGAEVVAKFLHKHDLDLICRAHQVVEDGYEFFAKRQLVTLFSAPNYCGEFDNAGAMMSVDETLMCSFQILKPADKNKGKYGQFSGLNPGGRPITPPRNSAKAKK
proCasp3 act: activates human procaspase-3. AID 463141. recombinant procaspase-3 D3A, Ac-DEVD-pNA absorbance 405 nm. hit rate 0.11% among 330,000. activation, % at 8.5 µM. P42574;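 active = activation above the mean of all tested compounds plus 3 SD, cut at about 21% in these data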;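 note: 0% = DMSO alone and 100% = DMSO wells spiked with extra 5 µM PC-3 D3A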
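assay system = Procaspase-3 D3A mutant | signal = absorbance at 405 nm, 0 and 120 min | times = 1 h preincubation plus 2 h reaction at 25 °C | repeats = single replicate | read-out = % activation between DMSO and enzyme-spiked controls | medium = Zinc-free HEPES saline buffer with Triton X-100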
HCV core dimer: HCV core protein dimerization inhibition; TR-FRET GST/Flag-core106 dimerization, 1536-well; inhibition, % at 5 µM; hit rate 0.33% among 300,000; AID 1899;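 active = inhibition above the mean of all tested compounds plus 3 SD, set per screening campaign, cut at about 45% in these data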
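Assay system: GST-tagged and Flag-tagged HCV core protein residues 1-106 / Times: compound-protein-antibody incubation 4 h at 22.5 °C / Signal: time-resolved FRET, ex 340 nm, em 617 and 671 nm / Evaluation: % inhibition based on acceptor/donor emission ratio / Benchmarks: wells lacking GST-core106 and wells with excess unlabelled core106 / Repeats: singlicate, one well per compound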
AHR activator: activators of human aryl hydrocarbon receptor; P35869; AHR-responsive luciferase reporter cells, luminescence; activation, % at 5 µM; hit rate 2.5% among 320,000; in the data active = activation above about 47%;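 note: 0% = vehicle wells and 100% = reference agonist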
Fh CTSL1 inh: cathepsin L1 inhibition, PFM18AAP counter-screen. recombinant F. hepatica cathepsin L1, Z-Leu-Arg-MCA fluorescence. inhibition, % at 5.96 µM. hit rate 0.49% among 300,000. AID 1906;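 active = inhibition above the mean of all tested compounds plus 3 SD, set per screening campaign, cut at about 17% in these data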;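 note: 0% = plate median of test compound wells and 100% = 1 µM Z-Phe-Ala-diazomethylketone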
PP5 inh: blocks human protein phosphatase 5 activity | P53041 | purified PP5c, OMFP substrate fluorescence | inhibition, % at 6.7 µM | hit rate 0.18% among 320,000 | AID 1987;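 active = inhibition above the campaign's mean inhibition across all tested compounds plus 3 SD, cut at about 9.5% in these data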;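 note: 0% = DMSO only and 100% = 100 µM cantharidin control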
Target sequence (P53041 whole entry, looked up): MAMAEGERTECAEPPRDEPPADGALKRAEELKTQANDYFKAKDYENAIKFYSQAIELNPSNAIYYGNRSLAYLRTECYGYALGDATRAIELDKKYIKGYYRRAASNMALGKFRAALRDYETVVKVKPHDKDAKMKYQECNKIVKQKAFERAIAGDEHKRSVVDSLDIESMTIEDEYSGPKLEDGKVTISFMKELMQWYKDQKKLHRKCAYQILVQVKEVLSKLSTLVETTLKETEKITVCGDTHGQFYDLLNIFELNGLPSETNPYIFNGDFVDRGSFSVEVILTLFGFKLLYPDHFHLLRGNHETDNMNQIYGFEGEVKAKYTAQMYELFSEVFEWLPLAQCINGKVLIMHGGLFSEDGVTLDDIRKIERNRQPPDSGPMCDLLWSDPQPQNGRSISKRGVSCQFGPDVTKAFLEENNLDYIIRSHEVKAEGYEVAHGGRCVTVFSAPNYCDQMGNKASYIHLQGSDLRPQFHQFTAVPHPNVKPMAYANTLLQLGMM
TPT1 inhibitor: C. albicans TPT1 enzyme inhibition. recombinant caTPT1, FP RNA substrate dephosphorylation. inhibition, % at 5 µM. hit rate 0.81% among 300,000;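 active = inhibition above the mean of all tested compounds plus 3 SD, set per screening campaign, cut at about 24% in these data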;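 note: plate controls were DMSO alone for no effect and ferristatin control at 100 nM for full effect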
An asterisk follows results filed as active; . = not tested or not shown.

SMILES	PAFAH2 inh	proCasp7 act	PP1 counter	proCasp3 act	HCV core dimer	AHR activator	Fh CTSL1 inh	PP5 inh	TPT1 inhibitor
COc1ccc(-c2nnc(SCC(=O)NCC3CCCO3)n2C)cc1 (stereo not drawn)	2.9	3.6	0.8	-3.0	-0.9	0.0	-2.3	2.9	-1.7
O=C(CC1(O)C(=O)Nc2ccccc21)c1ccc(-n2cccc2)cc1 (stereo not drawn)	-0.7	0.3	-1.2	-9.5	42.8	3.7	5.1	1.5	4.8
COc1cc(/C=C(/NC(C)=O)C(=O)O)cc(Cl)c1OCc1ccc(Br)cc1	-3.8	3.9	4.2	8.8	2.6	1.6	5.1	0.5	-1.4
CCc1ccc(C(=O)N2CCC(c3nc4ccccc4s3)CC2)cc1	-3.3	4.5	9.4	5.0	6.2	1.2	-4.8	1.9	-0.1
COC(=O)CC1=NN(c2ccccc2)C(=O)/C1=C\c1ccc(OC)cc1	7.2	2.2	0.1	7.2	-6.4	4.7	-5.8	2.1	-1.6
Cn1c(=O)c2c(SCC(=O)N3CCN(c4ccccc4)CC3)nc(C3CC3)nc2n(C)c1=O	-14.1	-0.1	0.7	-9.0	15.5	1.3	-2.7	1.9	-2.2
CCC(NC(=O)c1cc(COc2cc(C)c(Cl)c(C)c2)on1)c1ccncc1 (stereo not drawn)	-1.9	8.9	6.5	4.3	3.5	-0.4	1.9	2.6	0.0
COc1ccc(C2NCCn3cccc32)cc1 (stereo not drawn)	-3.8	-8.6	4.5	4.7	0.5	6.4	-0.5	-0.3	2.0
COc1ccc(CCN(Cc2nc3ccccc3c(=O)[nH]2)C(=O)c2ccco2)cc1OC	2.5	1.8	-2.2	-1.3	-6.0	3.4	-2.5	4.5	-4.5
CC(C)C1C(C#N)=C(N)Oc2n[nH]c(-c3cccs3)c21 (stereo not drawn)	2.3	9.6	3.8	1.3	-1.2	2.5	-1.1	1.9	-2.3

Reprinted from the part before: 3 compounds, followed by the next part.
SMILES	PAFAH2 inh	proCasp7 act	PP1 counter	proCasp3 act	HCV core dimer	AHR activator	Fh CTSL1 inh	PP5 inh	TPT1 inhibitor
COc1ccc(C2NCCn3cccc32)cc1 (stereo not drawn)	-3.8	-8.6	4.5	4.7	0.5	6.4	-0.5	-0.3	2.0
COc1ccc(CCN(Cc2nc3ccccc3c(=O)[nH]2)C(=O)c2ccco2)cc1OC	2.5	1.8	-2.2	-1.3	-6.0	3.4	-2.5	4.5	-4.5
CC(C)C1C(C#N)=C(N)Oc2n[nH]c(-c3cccs3)c21 (stereo not drawn)	2.3	9.6	3.8	1.3	-1.2	2.5	-1.1	1.9	-2.3
Cc1cc(OCc2nnc(SCC(=O)OC3CCCCC3)o2)ccc1Cl	-2.4	3.6	4.4	-1.2	1.9	0.6	0.3	0.1	1.1
CC(NC(=O)C1CCCN(S(=O)(=O)c2cccc3nonc23)C1)c1ccccc1 (stereo not drawn)	5.1	6.1	-0.9	3.3	15.0	3.3	-0.4	-0.2	0.1
O=C(NC(=S)Nc1ccccn1)c1cc(-c2ccccc2)nc2ccccc12	-8.7	4.7	2.6	11.7	5.5	7.7	3.0	0.3	-0.2
O=S(=O)(Nc1ccccc1Cl)c1cccc2nsnc12	1.5	15.4	1.3	5.3	0.9	1.2	-2.9	-2.5	2.2
c1nc(N2CCCCC2)c2[nH]cnc2n1	-6.0	8.7	-6.0	6.9	-2.9	-0.3	-2.8	1.1	-1.9
c1ccc2[nH]c(CSc3nnc(-c4ccncc4)o3)nc2c1	7.8	-7.3	-0.9	-8.0	-3.9	26.2	2.8	-0.8	-4.9
CC(C(=O)N1CCCCC1)N(C)CC(=O)Nc1cccc(F)c1 (stereo not drawn)	.	-1.9	2.1	3.2	.	1.0	.	5.5	.
CCOC(=O)c1oc2ccc(S(=O)(=O)N3CCOCC3)cc2c1C	-1.2	7.4	3.5	3.9	4.4	-0.1	4.3	-2.4	0.5
COCCn1c(SCC(=O)N2CCCC2)nnc1C(C)C	-5.9	-0.4	-0.8	4.5	-1.2	2.9	7.2	1.6	-0.3
COc1ccc(C)cc1NC(=O)C1CCN(S(=O)(=O)c2cccs2)CC1	-1.5	-8.0	2.8	6.3	5.3	4.0	-2.8	1.0	9.1
COC(=O)C1CCN(C(=O)C2CCC(=O)N(CCCc3ccccc3)C2)CC1 (stereo not drawn)	12.3	10.7	-4.4	4.5	-2.2	-0.6	-3.2	-2.0	-0.2
CCOC(=O)C1CCN(S(=O)(=O)c2ccc3c(c2)CC(=O)N3C)CC1	2.3	-28.2	-2.8	-2.4	1.4	-0.3	5.4	-1.5	0.4
COc1ccc(C(=O)OCc2cc(=O)n3ccsc3n2)cc1F	-0.7	7.1	.	5.5	.	1.0	.	.	.
CC1CN(c2oc(-c3cccs3)nc2C#N)CC(C)O1 (stereo not drawn)	4.8	4.6	-4.0	-3.5	-4.8	66.8*	3.2	3.0	-10.2
Cc1ccc(CNC(=O)CSc2ccc(-c3ccccn3)nn2)cc1	-11.4	5.1	1.5	-19.0	-0.7	7.0	-6.2	-3.1	-2.4
Cc1ccc(NC(=O)C(C)SCC(=O)Nc2ccc(F)cc2)cc1S(=O)(=O)N1CCOCC1 (stereo not drawn)	-5.2	9.3	0.3	-12.6	-1.3	0.3	2.3	-0.4	-4.7
Cc1ccnc(N2CCC(C(=O)NCc3ccc4c(c3)OCO4)CC2)n1	-4.6	12.4	-1.0	0.0	-0.8	-2.3	-1.5	-0.1	1.8
CCOC(=O)CCN1C(=O)c2ccccc2Sc2ncccc21	-4.0	-6.2	0.2	-3.4	-1.9	0.8	-3.1	-0.5	-0.5
CC(C)(NO)/C(=N/O)c1ccc(Br)cc1	-2.4	-0.7	-3.5	5.0	-9.9	8.4	5.2	-7.6	5.8
Cc1ccnc(NS(=O)(=O)c2ccc(NC(=O)c3cc(-c4ccccc4)nc4ccccc34)cc2)n1	-11.0	0.1	-3.3	0.9	15.3	9.5	4.9	1.3	1.2

Two compounds from above, reduced to Fh CTSL1 inh, HCV core dimer and PP5 inh.
| SMILES | Fh CTSL1 inh | HCV core dimer | PP5 inh |
| --- | --- | --- | --- |
| COC(=O)C1CCN(C(=O)C2CCC(=O)N(CCCc3ccccc3)C2)CC1 (stereo not drawn) | -3.2 | -2.2 | -2.0 |
| CCOC(=O)C1CCN(S(=O)(=O)c2ccc3c(c2)CC(=O)N3C)CC1 | 5.4 | 1.4 | -1.5 |

Next part.
SMILES	PAFAH2 inh	proCasp7 act	PP1 counter	proCasp3 act	HCV core dimer	AHR activator	Fh CTSL1 inh	PP5 inh	TPT1 inhibitor
CC1(C)C2CC=C(/C=N/NC(=O)c3ccc(O)cc3)C1C2 (stereo not drawn)	7.0	-0.9	8.7	-0.4	-12.1	7.6	2.9	0.6	-3.2
CCc1ccc(/C=C2\SC(=S)N(CCC(=O)NCCCN3CCOCC3)C2=O)cc1	4.5	-15.2	-4.4	-9.1	-22.4	0.5	-2.4	2.7	2.5
CCCN1C(=O)c2cc(C(=O)Nc3ccc(OC)c(OC)c3)ccc2C1Nc1ccc(OC)c(OC)c1 (stereo not drawn)	-3.9	-30.3	-7.6	-7.9	-6.2	6.0	-4.7	7.0	0.2
COc1cc(/C=C(\NC(=O)c2ccccc2)C(=O)NCC(=O)O)c([N+](=O)[O-])cc1OC	-5.2	1.7	-1.0	-0.9	-11.3	19.7	0.7	2.2	-3.1
CN1CCN(c2ccccc2NC(=O)c2cc3c(s2)-c2ccccc2OC3)CC1	-1.9	4.9	6.9	-10.6	3.4	11.9	9.7	3.2	-1.0
O=C(O)c1ccc(Cn2nnc3sc4c(c3c2=O)CCCC4)cc1	.	3.6	-0.4	-1.8	6.8	5.7	-1.1	0.8	-2.4
COc1ccc(CNCCNC(=O)c2nonc2N)cc1OC	-6.0	0.3	2.3	6.5	-0.5	-1.2	1.0	2.6	-0.9
Cn1ncc(C#N)c1NC(=O)c1nn2cccnc2c1Cl	6.2	3.3	4.4	0.8	-5.0	-0.5	-1.7	3.0	0.9
COC(=O)c1cc(Br)c(=O)n(-c2nccs2)c1	1.8	-0.9	-5.2	7.8	34.2	-0.4	1.9	0.2	-1.2
Cc1[nH]n(-c2nc(-c3ccc(Cl)cc3)cs2)c(=O)c1N=Nc1ccc(O)cc1	.	-4.9	1.4	0.0	32.1	1.9	6.0	1.6	7.1
CC(C)C(=O)Nc1nnc(SCC(=O)NC2CC2)s1	-3.6	3.0	-0.9	4.4	-1.6	0.6	0.1	-1.6	4.0
COc1cccc(OCc2cc(C(=O)N3CCN(C)C(c4ccccc4)C3)no2)c1 (stereo not drawn)	-2.7	-2.2	1.5	8.9	5.6	3.9	-2.1	3.0	0.1
CC1CCN(c2nc(-c3ccccc3O)nc3ccccc23)CC1	1.2	2.7	-2.8	-8.8	2.9	7.5	0.5	-3.6	-1.9
O=C(NCC1CCCO1)c1cc2cc(Cl)ccc2[nH]1 (stereo not drawn)	-3.0	-1.4	2.5	2.3	4.2	3.9	-5.9	-0.5	-1.3
COc1ccc(S(=O)(=O)Nc2cc(S(=O)(=O)c3ccccc3)c(O)cc2C)cc1	10.0	7.0	1.8	1.2	-3.2	1.4	-0.7	2.5	-2.8
COc1ccc(C2c3[nH]c4ccccc4c3CCN2C(=O)c2ccc(=O)n(C)n2)c(F)c1 (stereo not drawn)	-2.3	-12.6	-1.7	-0.1	-1.1	27.7	3.9	1.4	-1.1
CCOc1cc(/C=C/C(=O)c2ccc3c(c2)OCCO3)ccc1OCC(=O)N(C)C	-4.0	-6.7	0.0	-10.7	2.5	2.4	2.4	2.1	0.0
CCOC(=O)c1c(C)[nH]c(C)c1C(=O)COC(=O)/C=C/c1cccc(F)c1	1.6	-0.1	-0.5	-3.8	1.1	2.0	-4.6	2.8	5.1
CCCn1nnc(NC(=O)c2ccc(OC)cc2)n1	0.7	4.7	0.7	0.4	-4.3	13.2	-5.0	-0.2	-4.3
COc1ccc(CCCc2nnc(SCC(=O)Nc3cc(C)ccc3C)o2)cc1	-0.2	1.1	-1.0	-1.4	2.5	0.7	-1.1	2.4	0.3
O=C(CN(C(=O)c1nsc(Cl)c1Cl)c1cccc(F)c1)NC1CCCC1	-4.0	8.6	-0.3	7.1	0.0	0.6	1.8	2.7	-2.0
CCn1c(COc2ccc(OC)cc2)nnc1SCc1nc2ccccc2c(=O)[nH]1	.	-4.8	-1.4	2.4	-2.0	2.2	-1.8	2.1	1.6
CCN(CC)c1ccc(-c2nc3cnccn3c2NC2CCCC2)cc1	18.4	-11.4	7.5	0.7	0.7	68.9*	4.0	2.9	22.6
C=CCNC(=O)/C(C#N)=C/c1cc(Br)ccc1OC	32.9*	-2.6	-0.3	-0.7	1.2	0.4	-0.1	0.6	-0.3
COc1ccc(C)cc1NC(=O)Nc1cccc(C(=O)O)c1	3.2	9.3	1.6	9.1	-5.1	2.0	-1.7	2.6	-3.1
Cc1ccccc1NC(=S)NC1(C)CCS(=O)(=O)C1 (stereo not drawn)	3.5	-8.0	-2.9	-7.3	-7.6	2.6	5.8	0.4	1.1

From PubChem
